Screening results: PubChem BioAssay, Sanford-Burnham Center for Chemical Genomics
Mdm2-MdmX inh: human Mdm2/MdmX binding inhibition. O15151+Q00987. SaOS-2 split-luciferase Mdm2/MdmX complementation, luminescence. inhibition, % at 8 µM. actives 3% (n = 330,000). AID 485346;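 active = inhibition of at least 50% at 8 µM in the primary screen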
Target sequence (O15151 whole entry, looked up): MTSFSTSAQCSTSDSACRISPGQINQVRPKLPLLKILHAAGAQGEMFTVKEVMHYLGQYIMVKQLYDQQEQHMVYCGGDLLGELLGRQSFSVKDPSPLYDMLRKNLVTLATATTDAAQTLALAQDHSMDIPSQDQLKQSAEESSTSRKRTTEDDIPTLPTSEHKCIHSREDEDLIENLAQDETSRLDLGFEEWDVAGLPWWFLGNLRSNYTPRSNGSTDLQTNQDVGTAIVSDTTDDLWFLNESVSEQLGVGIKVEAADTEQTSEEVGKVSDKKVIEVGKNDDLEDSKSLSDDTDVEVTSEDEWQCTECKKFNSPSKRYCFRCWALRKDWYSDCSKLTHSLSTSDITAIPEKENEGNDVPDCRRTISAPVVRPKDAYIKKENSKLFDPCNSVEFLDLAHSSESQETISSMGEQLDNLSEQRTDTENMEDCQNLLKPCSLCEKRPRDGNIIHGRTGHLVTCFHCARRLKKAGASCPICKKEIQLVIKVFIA
Target sequence (Q00987 whole entry, looked up): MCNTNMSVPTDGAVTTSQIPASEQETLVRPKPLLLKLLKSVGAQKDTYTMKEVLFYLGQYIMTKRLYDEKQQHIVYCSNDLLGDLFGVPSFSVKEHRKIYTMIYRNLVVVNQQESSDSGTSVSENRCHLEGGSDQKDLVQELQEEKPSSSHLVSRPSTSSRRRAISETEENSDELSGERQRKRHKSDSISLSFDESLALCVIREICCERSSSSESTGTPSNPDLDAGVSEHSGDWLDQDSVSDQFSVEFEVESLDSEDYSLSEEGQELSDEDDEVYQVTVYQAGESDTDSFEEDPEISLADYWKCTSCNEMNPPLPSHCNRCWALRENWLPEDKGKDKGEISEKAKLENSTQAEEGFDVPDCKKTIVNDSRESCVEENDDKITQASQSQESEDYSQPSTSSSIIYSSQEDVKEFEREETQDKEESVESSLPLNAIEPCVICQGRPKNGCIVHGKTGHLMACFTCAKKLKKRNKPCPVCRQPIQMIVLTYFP
tim23-1 inh: inhibits growth of tim23-1 mutant yeast; AID 463212; S. cerevisiae tim23-1 growth, BacTiter-Glo luminescence, 24 h; inhibition, % at 20 µM; actives 1.3% (n = 330,000);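 active = growth inhibition of the mutant yeast at or above 50%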;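 also: temperature-sensitive mutant grown at 25 °C; plate controls were DMSO-treated mutant yeast for no effect and medium wells lacking yeast for full effect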
UPR CHOP act: activators of apoptotic arm of unfolded protein response (CHOP); CHO-CHOP luciferase reporter, UPR activation, luminescence; percent of tunicamycin response over DMSO baseline; activation, % at 10 µM; actives 0.34% (n = 330,000); AID 449763;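 active = at 10 µM dose, activation of 40% or more, normalized to positive control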;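 also: 100% = tunicamycin at 10 µg/mL and 0% = DMSO alone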
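assay system = CHO CHOP reporter cells | amount = 500 CHO-CHOP cells per well | buffer or medium = F12 with 10% FBS | incubation = 16-18 h cell attachment, then 6 h compound exposure, 37 °C | detection = luminescence read with Steady-Glo | read-out = percent activation relative to tunicamycin control | controls = tunicamycin high control, DMSO low control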
UPR XBP1 act: adaptive UPR (XBP1) activation; CHO-XBP1 luciferase reporter, IRE1-XBP1 UPR activation, luminescence; percent of tunicamycin response, DMSO as zero; activation, % at 20 µM; actives 0.33% (n = 330,000); AID 463104;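 active = versus positive control, 20 µM dose yields 30% or more activation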;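 also: 100% = tunicamycin at 10 µg/mL and 0% = DMSO only wells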
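Assay system: IRE1-XBP1 luciferase reporter CHO line. Input: 1000 cells/well. Buffer or medium: F12 with 10% serum. Doses: 20 µM, 1% DMSO. Times: overnight seeding at 37 °C, 6 h compound treatment at 37 °C. Technique: Steady-Glo luciferase glow luminescence, 10 min after reagent addition.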
697 NFkB inh: inhibitors of the PMA/ionomycin-induced NF-kB reporter in 697 B cells | 697 B-cell NF-kB luciferase reporter, 16 h | inhibition, % at 4 µM | actives 0.33% (n = 330,000) | AID 435022; in the data active = inhibition above about 35%
Jurkat NFkB inh: lowers PMA/ionomycin-induced NF-kB signal in Jurkat cells. actives 0.53% (n = 330,000). PMA/ionomycin-induced NF-kB luciferase reporter, luminescence. inhibition, % at 4 µM; in the data active = inhibition above about 50%
APJ antagonist: APJ receptor antagonism. P35414. CHO-K1 APJ beta-arrestin complementation, luminescence. inhibition, % at 20 µM. actives 0.32% (n = 330,000). AID 2521;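 active = inhibition above about 40% at 20 µM, limit read from the data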;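 also: cells challenged with 10 nM apelin-13 agonist together with compound; plate controls were apelin-13 plus DMSO wells for no effect and DMSO wells lacking apelin-13 for full effect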
APJ agonist: activates the human apelin receptor APJ; CHO-K1 APJ PathHunter beta-arrestin, luminescence; 0% DMSO wells, 100% apelin; activation, % at 20 µM; P35414; actives 0.11% (n = 330,000);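 active = activation more than six SD over the plate average, tested at 20 µM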;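 also: 0% = DMSO alone and 100% = apelin-13 at 10 nM; some results filed as inactive read as strong as hits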
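Assay system: CHO-K1 APJ beta-arrestin complementation cell line / Compound: single test compound dose, 20 µM final, 1% DMSO / Times: overnight seeding, 90 min compound at 25 °C, 1 h detection / Technique: beta-gal luminescence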
Active calls of the source: *; i = inactive; nt = not tested or not shown; & = joins results of further samples. The order is random. About 5% of those tested had a hit in this group.

SMILES	Mdm2-MdmX inh	tim23-1 inh	UPR CHOP act	UPR XBP1 act	697 NFkB inh	Jurkat NFkB inh	APJ antagonist	APJ agonist
COc1ccc(C(=O)C2CCN(C(=O)Nc3ccccc3C)CC2)cc1	22	4	0.3	-4	9	15	4	-2
Cc1ccc(F)c([C@H]2[C@@H]3C=CCC[C@@]3(C)C(=O)N2Cc2ccccc2)c1	-19	47	0.2	2	-8	13	14	3
Cc1ccc2c(c1)N(CCC(=O)NCc1cccnc1)C(=O)CO2	8	4	1.0	1	0	4	4	-1
CN(C)c1oc(-c2ccccc2Cl)nc1S(=O)(=O)c1ccccc1	26	41	-2.2	-1	5	-5	21	-3
CN1C(=S)SC2CS(=O)(=O)CC21C (stereo not given)	10	-2	9.4	1	-1	-13	-9	0
Cc1nc2ccccc2c2c(N)c3ccccc3n12	22	53*	0.0	5	20	24	-26	6
CCC(OC(=O)C(CC(C)C)NC(=O)c1ccccc1)C(=O)Nc1nnc(C)s1 (stereo not given)	29	4	0.8	-3	10	-5	-8	-3
CCOC(=O)N1CCN(C(=O)C2CCCN(c3ncnc4c3nc3n4CCCCC3)C2)CC1 (stereo not given)	5	11	0.7	-4	12	30	10	0
CN1CCN(C(=O)c2cc3c(n(-c4ccccc4)c2=O)CC(C)(C)CC3=O)CC1	-1	6	-2.2	-1	-2	6	5	-3
Cc1ccc(C)n1-c1ncc(Br)cn1	-13	2	0.4	2	-22	2	-3	-1
O=C(NCCc1ccccc1)c1cnc2sccn2c1=O	-65	20	4.6	-2	-80	-58	14	-2
Cc1ccc(C(=O)N2CCC(C)CC2)cc1S(=O)(=O)N1CCCCC1	5	22	-0.4	-2	-4	-6	8	-4
CCOC(=O)Cn1c(-c2nonc2NC(=O)c2ccccc2F)nc2ccccc21	91*	-36	-1.0	2	i	-66	8	-8
CCOc1ccc(NC(=O)CN(C)C(=O)CSc2ccccc2)cc1OCC	-1	-7	-0.1	-1	-1	5	12	-3
Nc1nnnn1CC(=O)OCc1cccc(Br)c1	-6	-1	0.1	0	19	7	-1	-4

An excerpt from above in order of the APJ antagonist value, high to low:
structure | Mdm2-MdmX inh | 697 NFkB inh | Jurkat NFkB inh | APJ antagonist
CN(C)c1oc(-c2ccccc2Cl)nc1S(=O)(=O)c1ccccc1 | 26 | 5 | -5 | 21
O=C(NCCc1ccccc1)c1cnc2sccn2c1=O | -65 | -80 | -58 | 14
CCOc1ccc(NC(=O)CN(C)C(=O)CSc2ccccc2)cc1OCC | -1 | -1 | 5 | 12

Further entries follow:
SMILES	Mdm2-MdmX inh	tim23-1 inh	UPR CHOP act	UPR XBP1 act	697 NFkB inh	Jurkat NFkB inh	APJ antagonist	APJ agonist
FC(F)Oc1ccccc1/C=N/Nc1nc2ccccc2o1	-16	-12	9.8	0	-49	-50	14	-5
O=S(=O)(Nc1cccc(-n2cnnn2)c1)c1ccccc1C(F)(F)F	13	1	1.2	-4	-1	12	-11	-1
COc1cccc2sc(N(CCCN(C)C)C(=O)c3ccc(S(=O)(=O)N4CCCc5ccccc54)cc3)nc12	80*	9	4.1	6	-24	29	21	2
CC(CSc1nnnn1-c1ccccc1)Cn1c(N2CCN(C)CC2)nc2c1c(=O)[nH]c(=O)n2C (stereo not given)	-11	1	0.0	-1	22	-6	16	-5
COc1ccc(C)c2sc(NC(=O)C3CC3)nc12	8	29	0.1	1	14	-8	10	-3
Nc1nc(NCC2CCCO2)nc(Nc2ccccc2)c1[N+](=O)[O-] (stereo not given)	17	10	-0.4	4	-8	10	4	0
COc1ccccc1C(C)NS(=O)(=O)c1ccc(Cl)nc1 (stereo not given)	-8	9	-2.1	1	17	-18	11	-4
COc1ccc(CN2C(=O)CCC(C(=O)O)C2c2ccccc2)cc1 (stereo not given)	-1	17	-1.1	0	-4	-6	2	0
Cc1ccccc1Nc1nnc(SCC(=O)NCc2ccco2)s1	14	2	0.3	-5	6	-12	3	-2
COc1ccc(C2/C(=C(/O)c3ccccc3)C(=O)C(=O)N2C)c(OC)c1 (stereo not given)	-2	12	-1.6	-3	-20	-6	11	-3
O=C(O)c1ccc(-n2nc(C(F)(F)F)c3c2CCCC3)cc1	13&3	8&-2	0.2&-1.8	-1&-1	2&20	-7&0	1&13	-4&-5
Cc1c([N+](=O)[O-])c([N+](=O)[O-])nn1CC(=O)NCCc1ccccc1	3	-1	1.0	-2	-16	10	-49	4
CCCC[C@H](CC(=O)c1ccccc1)[C@@H](OC(C)=O)C(=O)Oc1c(C(C)C)cccc1C(C)C	10	0	-0.3	-5	10	8	33	-2
Cc1cc(NC(=O)COC(=O)CNS(=O)(=O)c2ccc(C)c(C)c2)no1	12	8	0.6	-5	-7	-9	14	-2
O=C(COC(=O)c1ccco1)NCCNC(=O)COC(=O)c1ccco1	16	5	1.5	-4	10	5	-3	-2
COc1ccc(CN(CCC(c2ccc(F)cc2)C2CCOC(C)(C)C2)C(=O)c2ccco2)cc1 (stereo not given)	76*	8	6.1	7	-1	5	-5	1
CC(=O)c1ccc(NC(=O)C2CC(c3ccc(F)cc3)=NO2)cc1 (stereo not given)	-19	-12	-1.9	0	9	2	6	-4
O=C(O)CCC(=O)NNc1ncnc2ccccc12	2	10	-3.2	2	-12	-14	-6	-1
Cc1cccc(NC2=Nc3ccccc3N3C2=Nc2c(c(C)nn2-c2ccccc2)C3c2ccc(O)c(O)c2)c1 (stereo not given)	78*	-2	-0.2	-2	17	25	-3	-3
COc1ccc(Br)cc1C1N2CC3(C)CN1CC(C)(C2)C3=O (stereo not given)	15	-4	-1.4	1	9	-7	3	-6
CC1(c2nnc(Cc3ccccc3)o2)CC(c2cccnc2)=NO1 (stereo not given)	19	7	1.8	-1	13	12	6	5
NC(=O)C1CCN(C(=O)CCNS(=O)(=O)c2cc(Br)cnc2N)CC1	-24	14	-1.7	0	-31	-4	11	-3
CC(=O)c1cccc(NC(=O)NCCc2c[nH]c3ccccc23)c1	29	-13	1.5	-2	1	1	11	-5
CCC1Sc2ccc(S(=O)(=O)CCC(=O)Nc3ccccc3Cl)cc2NC1=O (stereo not given)	4	-13	-2.4	-4	-23	-7	2	-2
Oc1ccc(N2CCN(C(c3cccnc3)c3nnnn3Cc3ccccc3)CC2)cc1 (stereo not given)	44	11	-0.3	-4	-1	8	-1	6
COC(=O)COc1ccc(C2NC(=O)NC(c3ccccc3)=C2C(C)=O)cc1Br (stereo not given)	5	4	0.1	-2	-5	1	7	0
CS(=O)(=O)N1N=C(c2ccccc2)CC1c1ccc2nccnc2c1 (stereo not given)	1	14	1.5	0	0	1	3	-1
O=C(NCCc1ccc(Cl)cc1)C1=CC=CN2CCS(=O)(=O)N=C12	3	-8	0.0	-1	15	4	28	-2
O=C(COC(=O)CN1C(=O)NC2(CCCC2)C1=O)Nc1ccc(C(F)(F)F)cc1[N+](=O)[O-]	9	-1	-0.4	-2	23	4	-62	10
CCn1c(=O)c(C(=O)NCc2ccccn2)c(O)c2ccccc21	48	60*	1.0	11	-22	-6	-5	1
CCCCCCCCS(=O)C1CS(=O)(=O)CC1O (stereo not given)	24	3	1.7	-4	-10	17	2	-1
O=S(=O)(/N=C(/Nc1nc2ccccc2s1)c1ccccc1)c1ccc(F)cc1	-20	20	3.5	1	-60	-100	-2	0
CNNC(=S)Nc1ccc(Cl)cc1	25	8	0.4	-4	9	4	8	-5
Cc1cc(C(=O)OCC(=O)c2c(N)n(C)c(=O)n(C)c2=O)c(C)n1-c1ccccc1	22	-2	2.5	5	-28	-11	-15	-1
COc1ccc(CNC(=O)C(OC(=O)c2cccs2)C(C)C)cc1 (stereo not given)	2	11	-1.0	-2	4	-14	9	-5
Fc1ccc2nc(N3CCCCC3)sc2c1	-97	10	3.4	4	-205	-92	2	-2
O=C(CSc1nnc(-c2ccc(O)cc2)o1)Nc1ccccc1	-112	-67	1.5	7	-75	-134	-10	-1
O=C(Nc1cccc(Cl)c1)c1ccccc1	-24	62*	1.8	4	-77	-80	-4	9
CCOCCc1nnc(NC(=O)C2CCN(C(=O)c3ccco3)CC2)s1	-29	1	1.5	-1	16	-1	9	0
O=C(NCc1cccs1)C1CCN(c2nc3ccccc3o2)CC1	12	2	-0.7	0	1	2	-11	-2
Cc1ccccc1C(=O)N1CCN(c2ccc([N+](=O)[O-])c(NCc3ccco3)c2)CC1	-17	-13	2.6	-2	8	19	30	-5
C[C@]12c3[nH]c4cc(-c5ccco5)ccc4c3CCN1C(=O)[C@@H](CC(=O)NCCc1ccccn1)C[C@@H]2C(=O)N1CCOCC1	27	29	4.8	0	5	nt	nt	nt
Cc1cccc(N(CC(N)=O)S(C)(=O)=O)c1C	1	12	-0.7	0	-61	2	-5	6
Cc1ccc(Sc2ccc(NC(=O)CCl)cc2)c(C)c1	66*	37	20	2	25	16	4	-2
COc1ccccc1N1CCN(C(=O)NCc2cccc(C(F)(F)F)c2)CC1	10	12	1.3	2	3	25	-9	-2

In the list so far, two have a thiophene ring, fused or not.
SMILES	Mdm2-MdmX inh	tim23-1 inh	UPR CHOP act	UPR XBP1 act	697 NFkB inh	Jurkat NFkB inh	APJ antagonist	APJ agonist
COc1ccc(CNC(=O)C(OC(=O)c2cccs2)C(C)C)cc1 (stereo not given)	2	11	-1.0	-2	4	-14	9	-5
O=C(NCc1cccs1)C1CCN(c2nc3ccccc3o2)CC1	12	2	-0.7	0	1	2	-11	-2

Further results
SMILES	Mdm2-MdmX inh	tim23-1 inh	UPR CHOP act	UPR XBP1 act	697 NFkB inh	Jurkat NFkB inh	APJ antagonist	APJ agonist
CC(C)NC(=O)CSc1nnc(-c2ccc3ncccc3c2)n1C	6	-1	1.3	-1	-3	-1	10	2
COc1ccc(Cl)cc1NC(=O)C/C(C)=N/NC(=O)COc1ccc(C)cc1	-1	9	2.0	0	12	17	23	0
CCOc1ccc(-c2c(=O)n(OCc3ccccc3Br)c3ccccc3[n+]2[O-])c(OCC)c1	25	24	-1.0	-4	3	8	11	-3
COc1cccc(CNC(=O)CNS(=O)(=O)c2ccc(Br)s2)c1	-2	1	0.2	-6	-11	-17	6	-4
CC(C)(C)Nc1nc(NCc2cccnc2)nc(N2CCOCC2)n1	-1	18	-0.1	-1	-19	7	-7	3
CCCCNCC(=O)Nc1ccc(NC(=O)CNCCCC)cc1	34	8	1.9	-3	-15	-7	1	-2
Cc1ccc(N2CC(O)(c3cccs3)[N+]3=C2CCCC3)cc1 (stereo not given)	2	-9	0.5	-2	-1	3	11	-2
Clc1ccc(/C=N/N2CCN(Cc3ccccc3Cl)CC2)cc1	3	-8	-2.9	-1	-6	5	14	-1
N#Cc1ccccc1NC(=O)CSc1n[nH]c(-c2ccco2)n1	9	-6	1.7	-1	-13	0	-13	9
COc1cccc(OCc2nnc(SCC(=O)NCc3ccco3)n2C)c1	13	6	0.4	0	-23	-2	7	2
Cc1nc(C)c(C(=O)N/N=C/c2ccco2)s1	14	1	-0.1	-2	11	-1	16	-1
O=C(NCC(=O)N(c1ccc(F)cc1)C(C(=O)NCC1CCCO1)c1ccccc1)c1ccco1 (stereo not given)	-2	18	-0.8	0	6	-14	3	3
CC(=O)c1cccc(OCC(=O)Nc2ccccc2N2CCOCC2)c1	1	25	0.1	3	17	0	-15	3
